FEN1 inhibitor – human FEN1 inhibition | P39748 | Recombinant FEN1 flap cleavage, fluorescence, 15 min | Potency, µM (doses to about 114 µM), for the others: at the top dose activity change, negative = inhibition, hits mostly inhibitors | hit rate 0.35% among 390,000; also: nearly all actives have a fitted effect of over 65% in size
Target sequence (P39748 whole entry, looked up): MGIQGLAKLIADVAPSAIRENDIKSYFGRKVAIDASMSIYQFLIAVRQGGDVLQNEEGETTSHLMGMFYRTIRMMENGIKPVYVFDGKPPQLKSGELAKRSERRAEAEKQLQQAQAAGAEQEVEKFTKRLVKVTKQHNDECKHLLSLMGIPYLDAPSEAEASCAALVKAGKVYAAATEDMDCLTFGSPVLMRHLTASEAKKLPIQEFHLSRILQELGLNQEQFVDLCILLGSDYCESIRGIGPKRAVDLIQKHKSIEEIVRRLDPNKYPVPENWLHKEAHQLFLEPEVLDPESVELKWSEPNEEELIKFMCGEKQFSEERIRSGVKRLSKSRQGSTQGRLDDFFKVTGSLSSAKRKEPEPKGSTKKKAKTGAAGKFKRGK
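Nuclease activity of 10 nM FEN1 was measured after 15 min of room-temperature exposure to titrated compounds, by adding 50 nM flap substrate and reading plates at 0 and 15 min.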
N370S GC mod – inhibits or activates N370S mutant glucocerebrosidase | P04062 | N370S GC spleen homogenate, 4MU-glucoside fluorescence | Potency, µM (titrated, usually from 59.4 µM), for inactives: at the top dose activity change, negative = inhibition, actives largely listed as inhibitors | hit rate 0.092% among 330,000;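 also: 0% = full enzyme activity and -100% = no enzyme basal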
TDP1 block – blocks human tyrosyl-DNA phosphodiesterase 1 | Potency, µM (titrated, usually from 130 µM), for inactives: top-dose activity change, negative = inhibition, most hits filed as inhibitors | Q9NUW8 | hit rate 0.28% among 350,000 | AID 485290 | recombinant TDP1, AlphaScreen DNA substrate cleavage; also: nearly all actives have a fitted effect of over 40% in size
Target sequence (Q9NUW8 whole entry, looked up): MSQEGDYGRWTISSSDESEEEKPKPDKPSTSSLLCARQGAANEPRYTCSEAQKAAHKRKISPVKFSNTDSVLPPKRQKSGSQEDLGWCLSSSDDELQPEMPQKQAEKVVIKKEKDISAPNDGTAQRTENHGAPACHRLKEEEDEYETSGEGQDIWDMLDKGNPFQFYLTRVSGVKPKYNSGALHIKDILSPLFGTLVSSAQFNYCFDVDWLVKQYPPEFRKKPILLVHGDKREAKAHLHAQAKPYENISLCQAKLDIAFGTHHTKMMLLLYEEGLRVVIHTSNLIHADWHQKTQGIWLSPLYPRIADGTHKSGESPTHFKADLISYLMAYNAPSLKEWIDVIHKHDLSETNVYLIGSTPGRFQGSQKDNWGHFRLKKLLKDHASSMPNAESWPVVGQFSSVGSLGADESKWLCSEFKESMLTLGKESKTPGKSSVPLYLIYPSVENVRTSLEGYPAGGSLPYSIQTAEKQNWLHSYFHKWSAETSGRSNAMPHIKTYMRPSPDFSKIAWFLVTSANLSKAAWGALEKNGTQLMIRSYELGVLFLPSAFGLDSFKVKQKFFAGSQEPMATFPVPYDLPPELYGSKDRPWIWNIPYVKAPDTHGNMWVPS
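Compounds were preincubated with Tdp1 (1 nM final) for 15 min at room temperature before substrate (15 nM final) started a 5 min reaction; beads (10 ug/ml final) were then added for 10 min before AlphaScreen detection.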
An asterisk follows results filed as active; ? = inconclusive; . = no result given; & = joins results of further samples; [ ] = another dose, or the depositor's remark. Calls follow the shape of the dose curve; as a rule, active = well fitted curve in the direction sought with a large enough effect; inconclusive = small, poorly fitted or top-dose-only effect, or another doubt; inactive = no such curve, though single readings can be large; an effect the other way counts as inactive or inconclusive. Unless noted, % is scaled to controls: 0 for no effect and ±100 for the full control effect; potency is read from the fitted curve at half-maximal effect.

SMILES	FEN1 inhibitor	N370S GC mod	TDP1 block
CC(C)CC(COCc1ccc(Cl)cc1)N1CCN(C(=O)c2ccc(Cl)cc2Cl)CCC1=O (configuration not stated)	-30%	19%	8%
CN1c2ccsc2/C(=N/Nc2ccc(F)cc2)CS1(=O)=O	-1%	-8%	9%
Cc1ccc(OC(=S)Nc2ccccc2)c(C)c1	-8%	2%	-2%
CCOc1ccc(-c2nc(CSCC(=O)NCc3ccc(C)cc3)c(C)o2)cc1	-14%	.	4%
NS(=O)(=O)c1ccc(NC2=CC(c3ccc(F)cc3)N(c3ccc(S(N)(=O)=O)cc3)C2=O)cc1 (configuration not stated)	5%	-1%	3%
CN(CC(=O)N1CCN(c2ccc(F)cc2)CC1)S(=O)(=O)c1ccc2c(c1)c(=O)n(C)c(=O)n2C	-6%	-8%	-1%
CCOC(=O)C1CCCN(C(=O)c2ccc(Cn3c(=S)[nH]c4cc(C(=O)OC)ccc4c3=O)cc2)C1 (configuration not stated)	-1%	-15%	0%
Cc1cccc(C(=O)NCC(=O)OCC(=O)N2CCCCC2)c1	-7%	0%	0%
CCc1ccc(/C=N/NC(=O)c2ccc(OC3CCCC3)cc2)s1	2%	26%	4%
O=C(c1cc2nc(-c3ccccc3)cc(C(F)(F)F)n2n1)N1CCOCC1	5%	16%	-2%
O=C(NCc1cccnc1)c1ccc2c(c1)C(=O)N(Cc1ccccc1)C2=O	-5%	-8%	4%
CC(=O)Nc1nc(C)nc(C)c1C(C)=O	1%	7%	2%
O=C(NCCOc1cccnc1)c1ccc(OC2CCN(Cc3ccccn3)CC2)cc1	.	-21%	3%
CCOc1ccc(C(=O)Nc2cc(C)on2)cc1	-17%	32%[2.35 µM]	-2%
CC(=O)N1c2ccc(C)cc2C(c2ccccc2)CC1C (configuration not stated)	-2%	-14%	.
Cc1cc(N2C(=O)C(O)=C(C(=O)c3ccc(C)o3)C2c2cccs2)no1 (configuration not stated)	-3%	-4%	5%
CN1CCN(CC(=O)Nc2nnc(-c3cccs3)s2)CC1	0%	-1%	5%
O=C(Nc1ccccc1C(=O)N1CCN(c2ccccc2)CC1)c1ccco1	3%	2%	7%
CC(C(=O)N1CCOCC1)N1c2cccc3cccc(c23)S1(=O)=O (configuration not stated)	-4%	2%	7%
Cc1ccc(S(=O)(=O)NC(=O)Nc2cc(C)on2)cc1	18%	6%	-3%
Cc1ccnc(SCCn2c(N3CCCCC3)nc3c2c(=O)[nH]c(=O)n3C)n1	.	-5%	4%
COc1ccc(C(=O)NCC(=O)N=Nc2c(O)n(C)c3ccccc23)cc1OC	-2%	-5%	5%
O=C(/C=C/c1ccccc1)Nc1cccc(S(=O)(=O)Nc2ccccc2F)c1	-18%	10%	8%
Cc1ccc(S(=O)(=O)N2CCN(C(=O)CSc3nc4ccccc4o3)C2)cc1	13%	7%	8%
Cn1c(NC(=O)c2ccco2)c(-c2ccccc2)c(=O)c2ccccc21	-3%	-3%	-9%
CC(C)Cc1ccccc1S(N)(=O)=O	-1%	-14%	.
CCOC(=O)c1c(N)nn(C(=O)C(C)C)c1-c1ccccc1	-13%	14%	1%
COc1cc(/C=C2/C(=N)N3C=CSC3=NC2=O)ccc1OCCCOc1ccccc1C	?	-20%	10%
NS(=O)(=O)c1ccc(NC(=O)CSc2n[nH]c(=O)n2C2CC2)cc1	3%	.	0%
O=C(NCc1ccc(F)cc1)c1cc(S(=O)(=O)N2CCCCC2)ccc1N1CCOCC1	-17%	.	0%[56.1 µM]
CC(C)NC(=O)C(=O)NCCCN1CCOCC1	3%	-5%	6%
O=C(O)CCCC(=O)OCCc1cc2ccccc2c(=O)o1	1%	.	-7%
CCOC(=O)c1ccc(S(=O)(=O)N2CCN(C(=O)c3cc(=O)c4ccccc4o3)CC2)cc1	-1%	-1%	4%
COc1ccc(N(CC(=O)O)S(=O)(=O)c2ccccc2[N+](=O)[O-])c(OC)c1	8%	?	3%
COC(=O)Cn1c(=O)c(=O)n(CC(=O)OC)c2ccccc21	-4%	4%	8%
CCn1c(SCC(=O)Nc2nnc(C)s2)nnc1C(C)NC(=O)c1ccccc1F (configuration not stated)	3%	3%	7%
Clc1ccc(CNC2CCCC2)cc1	-4%	.	-2%
CCc1ccc(N2CC(C(=O)Nc3ccc(C)c(S(=O)(=O)N4CCOCC4)c3)CC2=O)cc1 (configuration not stated)	-10%	-12%	5%
CC(C)C(=O)N(Cc1cc(=O)[nH]c2ccccc12)c1ccccc1	-3%	-1%	2%
CCOC(=O)Cc1csc(NC(=O)c2ccco2)n1	-10%	3%	4%
O=C(c1ccccc1)N1N=C(c2ccccc2)CC1c1ccccc1O (configuration not stated)	-19%	3%	-2%
Cc1cc(C)n(-c2ccc(F)cc2CN2CCN(C3CCCC3)C(CCO)C2)n1 (configuration not stated)	0%	-3%	2%
Cc1ccc(C)c(Cn2c(=O)n(CCCCCC(=O)NCc3ccc4c(c3)OCO4)c(=O)c3sccc32)c1	-2%	.	1%
Cc1nc2cc(N3CCCCC3)c(NC(=O)c3cccnc3)cc2c(=O)n1Cc1ccccc1	4%	1%	0%
CN1CCc2c(c3c(n2C)CCN(C)[C@@H]3c2cccnc2)[C@H]1c1cccnc1	3%	-15%&-10%	7%&2%
Cc1cccc(C(=O)NNC(=O)c2ccccc2Br)c1	-1%	0%	.
COC(=O)CNC(=O)CN(c1ccc(OC)cc1OC)S(=O)(=O)c1ccccc1	14%	.	1%
Cc1nn(-c2ccccc2)nc1CNC(=O)C1CC1	-10%	4%	-1%
COc1ccc(-c2cc3ccccc3n2CC(O)CN2CCOCC2)cc1 (configuration not stated)	-7%	-2%	4%
Cc1ccc(NC(=O)Cn2c(=O)n(-c3ccc(CC(=O)NCC4CCCO4)cc3)c(=O)c3ccccc32)cc1 (configuration not stated)	-10%	.	4%
O=C(CSc1nnc(-c2cccnc2)n1Cc1ccco1)c1ccc(Cl)c(Cl)c1	-11%	0%	7%
CCOC(=O)c1cn[nH]c1NC(=S)Nc1ccccc1	-3%	-2%	10%
CC(C#N)(Nc1ccc(Cl)cc1)c1cccnc1 (configuration not stated)	-1%	5%	2%
CC(Oc1ccc2c3c(c(=O)oc2c1)CCCC3)C(=O)NCc1ccncc1 (configuration not stated)	-4%	6%	1%
Cc1cc(C)n(-c2ccc(NC(=O)C3CCCCN3C(=O)c3occc3C)cc2)n1 (configuration not stated)	3%	2%	6%
COc1ccccc1-c1nnc(SCCN2CCOCC2)n1-c1ccc(C)cc1	4%	0%	-10%
COC(=O)c1c(NC(=O)c2nn(C)cc2Cl)sc2c1CCCC2	6%	-2%	0%
Cc1cccc(N2CCN(C(c3ccccc3)c3nnc(-c4ccccc4F)o3)CC2)c1C (configuration not stated)	-6%	.	-2%[12.3 µM]
COc1ccc(-c2cc(C(F)(F)F)n3nc(C(=O)Nc4sc5c(c4C(=O)OC(C)C)CCC(C)C5)cc3n2)cc1 (configuration not stated)	-5%	.	2%[12.3 µM]
COc1cccc2sc(Nc3nc(-c4cc5ccccc5oc4=O)cs3)nc12	?	8%	-1%

Later entries:
SMILES	FEN1 inhibitor	N370S GC mod	TDP1 block
Cc1c(C(=O)N2CCCCC2)c(S(=O)(=O)NCc2ccc(F)cc2)c(C)n1C	-8%	1%	2%
CCOC(=O)C1=C(C)N=c2s/c(=C\c3ccc(OCC(=O)O)cc3)c(=O)n2C1c1ccccc1 (configuration not stated)	-23%	-10%	.
CC(C)CCc1noc(CN2CCN(c3ccc(Cl)cn3)CC2)n1	1%	-1%	.
COc1ccc(N(C(=O)c2snc(C(N)=O)c2N)C(C(=O)NC2CCCC2)c2cccs2)cc1OC (configuration not stated)	6%	20%	3%[0.0935 µM]
COc1cc(/C=C2/C(=N)N3C(c4ccccc4)=CSC3=NC2=O)ccc1OCC(=O)O	?	.	6%
C/C(=N\NC(=O)c1cc(O)ccc1O)c1cccc(NC(=O)c2ccc(Cl)cc2)c1	?	-10%	-17%
O=C(CSc1nnc(-c2cnccn2)n1Cc1ccco1)c1ccc(Cl)c(Cl)c1	1%	-10%	5%
Cc1ccc(CNC(=O)c2cc3c(C)nc4ccccc4c3o2)cc1	-10%	-1%	5%
O=C(c1cccc(S(=O)(=O)NCc2ccccc2)c1)N1CCN(Cc2ccccc2)CC1	6%	0%	2%
O=C(O)CCCC(=O)N1N=C(c2ccco2)CC1c1ccco1 (configuration not stated)	20%	-8%	2%
CC(C)C1OC(c2cccc(NC(=O)c3cccs3)c2)OCC1(C)C (configuration not stated)	-23%	11%	-1%
O=C(NNC(=O)c1sccc1-n1cccc1)c1ccc(Cl)cc1	5%	-1%	0%
Cn1cc(Br)c(NC(=O)/C=C/C(=O)O)n1	-2%	-2%	12%
COc1ccc(-c2nc3sc(CCNC(=O)C(=O)Nc4cc(F)ccc4F)c(C)n3n2)cc1	-1%	.	3%
COc1ccccc1NS(=O)(=O)c1cccc(C(=O)NCc2ccccn2)c1	-2%	4%	0%
O=C(NC(=S)Nc1ccc(S(=O)(=O)N2CCOCC2)cc1)c1ccccc1[N+](=O)[O-]	6%	20%	1%
COc1ccc(NC(=O)c2noc3c2CCC3)cc1	-11%	3%	14µM*
Cc1cc(C)cc(NC(=O)CSc2nc(=O)n(Cc3ccccn3)c3c2CCC3)c1	-18%	.	-8%
Cc1ccc(S(=O)(=O)c2cn(CC(=O)Nc3ccc(C)c(Cl)c3)c3ccc(C)cc3c2=O)cc1	1%	.	6%
CCc1ccc(NC(=O)[C@H](CSCc2ccccc2)N2Cc3ccccc3C2=O)cc1	-2%	.	2%
Cc1[nH]c2ccccc2c1C(=O)CSc1nnc(C2CC2)o1	20%	.	1%
CCOc1ccc(NCc2cccn2-c2nnc(N3CCC(C(=O)NCCCN4C(C)CCCC4C)CC3)s2)cc1 (configuration not stated)	6%	3%	8%
COc1ccc(N2C(=O)CSC23C(=O)Nc2ccccc23)cc1 (configuration not stated)	-3%	26%	-2%
COc1ccc(/C=C(/C#N)C(=O)Nc2cccnc2)cc1OC	-4%	7%	8%
O=C(CO/N=C/c1ccc2c(c1)OCO2)Nc1cccc(Br)c1	-15%	5%	0%
CC1(C)NC(=O)N(CC(O)COC2CCCCC2)C1=O (configuration not stated)	-2%	4%	-1%
CCOC(=O)N1CCC2(CC1)OC(=O)C(C)=C2C(=O)NCc1ccc(C)cc1	20%	.	0%
COC(=O)[C@]1(CC(C)C)N[C@H](c2ccc(-c3ccccc3)cc2)[C@@H]2C(=O)N(C)C(=O)[C@@H]21	1%	.	1%
CN(CC(=O)NCc1cccnc1)S(=O)(=O)c1ccccc1	-2%	-12%	.
C[C@H](CO)N1C[C@H](C)[C@@H](CN(C)S(=O)(=O)c2ccccc2)Oc2ccc(NC(=O)NC3CCCCC3)cc2C1=O	-16%	.	0%
COc1ccc(CNc2ccc3c(c2)ncn3-c2ccccc2OC)cc1	-22%	5%	12%
COc1ccc(CCNc2nc(=O)[nH]nc2C)cc1OC	2%	-3%[2.35 µM]	0%
COc1ccc(OC)c(NC(=O)Cn2nc(C)c3ccccc3c2=O)c1	5%	-12%	.
CCCCNc1nc2c(c(=O)[nH]c(=O)n2C)n1CCOc1ccccc1	-6%	4%	5%
COc1cc(-c2nnc(SCC(=O)c3cc(C)n(CC4CCCO4)c3C)o2)cc(OC)c1OC (configuration not stated)	-1%	-22%	9%
C/C(=N\N=C1\NC(=O)C(Cc2ccccc2)S1)c1ccccc1 (configuration not stated)	5%	-3%	2%
COc1ccc(NC(=O)CSc2nnc(N)s2)c([N+](=O)[O-])c1	0%	-3%	3%
